ERAP1 HTS inh: blocks human ERAP1 aminopeptidase activity; recombinant ERAP1, Leu-AMC fluorescence, 60 min; Q9NZ08; inhibition, % at 10.7 µM; hit rate 0.15% among 340,000;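 active = mean replicate inhibition of at least 30%, or all replicates individually reaching that 30% level; inactive = mean below 30% and not every replicate reaching it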;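 also: 0% = neutral control wells and 100% = L-leucinethiol positive control wells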
PglD inh: PglD (C. jejuni) enzyme inhibition; hit rate 0.098% among 360,000; purified PglD enzyme, DTNB colorimetric CoA detection; inhibition, % at 12.5 µM; in the data active = inhibition above about 16%, passing the limit was not always enough; inconclusive = no clear call, values can overlap the other calls; also: strong numbers were not always called active
E-sel inducer: E-selectin induction on HUVECs; activation, % at 7.58 µM; hit rate 0.37% among 260,000; P16581; HUVEC E-selectin immunofluorescence imaging; normalized: neutral wells 0, TNF-alpha wells 100;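 active = mean E-selectin-positive cell signal at least 10% of the positive control, reached in at least 60% of replicates, without over 20% cell loss; inconclusive = no rule given, readout overlaps actives, possibly toxicity-flagged; inactive = the rest, including those meeting only one limit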;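 also: in these data hits start at about 27%; measured in HUVEC primary endothelial cells; signal is the percent of cells scored E-selectin positive by PE staining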
Target sequence (P16581 whole entry, looked up): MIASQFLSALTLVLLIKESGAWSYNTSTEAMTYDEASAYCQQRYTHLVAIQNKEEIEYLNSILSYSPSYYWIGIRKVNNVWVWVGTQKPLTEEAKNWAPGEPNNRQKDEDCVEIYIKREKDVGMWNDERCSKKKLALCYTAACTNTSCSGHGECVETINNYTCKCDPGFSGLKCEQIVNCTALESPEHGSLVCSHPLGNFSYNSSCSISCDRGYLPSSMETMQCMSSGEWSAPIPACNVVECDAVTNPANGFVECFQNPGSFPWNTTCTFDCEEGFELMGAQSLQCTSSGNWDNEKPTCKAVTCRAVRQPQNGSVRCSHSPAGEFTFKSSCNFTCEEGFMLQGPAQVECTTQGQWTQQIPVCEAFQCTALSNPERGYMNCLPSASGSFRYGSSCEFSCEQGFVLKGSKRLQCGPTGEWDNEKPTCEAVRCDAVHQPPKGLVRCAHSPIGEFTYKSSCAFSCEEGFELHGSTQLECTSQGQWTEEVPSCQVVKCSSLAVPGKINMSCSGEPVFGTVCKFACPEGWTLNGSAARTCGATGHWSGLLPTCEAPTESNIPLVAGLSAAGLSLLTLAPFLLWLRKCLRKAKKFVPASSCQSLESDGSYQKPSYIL
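System: HUVEC / Compound: single concentration / Signal: immunofluorescence imaging / Read-out: percent E-selectin-positive cells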
Cneo AK release: Cryptococcus neoformans lysis via adenylate kinase release; C. neoformans lysis, adenylate kinase release luminescence, 4 h; normalised: neutral wells 0, clomiphene wells 100; lysis activity, % at 15 µM; hit rate 0.2% among 360,000; AID 651654;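 active = mean lysis activity across replicates of at least 80%, whatever share of replicates individually reach that level; inactive = mean lysis activity below 80%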
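Test system: log-phase Cryptococcus neoformans yeast cells. Input: 5 × 10^6 yeast cells/mL. Medium: fresh YPD growth medium. Doses: single dose. Incubation: static 4 h at 37 °C with compound, 1 h detection. Measured by: luminescent adenylate kinase detection reagent. Read-out: signal increase indicating cell lysis. Benchmarks: Clomiphene.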
RAD54 branch: RAD54 (human) branch migration inhibition; Q92698; RAD54 Holliday junction branch migration, FAM/BHQ fluorescence; inhibition, % at 10.4 µM; hit rate 0.14% among 360,000; AID 602329;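 active = mean normalized replicate activity at least 40 and at least half of replicates scoring 40 or more; inconclusive = only one of the two criteria met; inactive = mean below 40 and under half of replicates reaching 40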;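 also: 0% = median of neutral control wells and 100% = median of positive control wells; inhibitors cause a drop in the FAM fluorescence signal; in these data hits start at about 50%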
miR122 inh: blocks miR-122 activity in Huh7 sensor cells | Huh7 miR-122 Renilla luciferase sensor, 48 h; neutral wells = 0, positive control = 100 | activation (reporter increase), % at 12.5 µM | hit rate 0.3% among 340,000 | AID 602342;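 active = mean replicate activation score at least 90 and every replicate individually at or above 90; inconclusive = only one of the two criteria met; inactive = neither criterion met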;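 also: higher luciferase means less miR-122 activity so hits act as miR-122 inhibitors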
RAD52 inh: blocks human RAD52 DNA annealing; hit rate 0.46% among 360,000; inhibition, % at 18.7 µM; recombinant RAD52 DNA annealing, FRET fluorescence; AID 651710; P43351;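 active = every replicate showing at least 50% inhibition; inconclusive = mean inhibition at least 50% but not in every replicate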
Target sequence (P43351 whole entry, looked up): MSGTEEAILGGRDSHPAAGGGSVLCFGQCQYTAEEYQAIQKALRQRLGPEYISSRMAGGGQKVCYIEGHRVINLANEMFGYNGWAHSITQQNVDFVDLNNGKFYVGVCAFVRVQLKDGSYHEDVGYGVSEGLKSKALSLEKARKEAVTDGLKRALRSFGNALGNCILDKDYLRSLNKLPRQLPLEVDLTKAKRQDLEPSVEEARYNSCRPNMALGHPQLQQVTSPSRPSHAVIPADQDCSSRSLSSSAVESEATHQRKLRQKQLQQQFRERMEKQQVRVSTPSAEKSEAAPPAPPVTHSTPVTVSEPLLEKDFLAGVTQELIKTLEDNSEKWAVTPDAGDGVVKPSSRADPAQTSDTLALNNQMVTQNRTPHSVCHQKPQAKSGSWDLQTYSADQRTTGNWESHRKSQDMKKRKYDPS
PGC1a acetyl inh: modulators of PGC1a acetylation; hit rate 0.17% among 350,000; U2OS PGC1a acetylation, AlphaScreen anti-acetyl-lysine; with virally co-expressed GCN5 acetyltransferase; AID 651687; inhibition, % at 15.6 µM;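 active = every replicate shows inhibition of at least 40%; inconclusive = mean inhibition at least 40% but some replicate below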;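 also: 0% = neutral control wells and 100% = positive control wells; some results beyond the cut were filed as inactive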
Numbers without * were called inactive; ? = inconclusive; . = not tested or not shown; & = joins results of further samples; [ ] = another dose, or the depositor's remark.

SMILES | ERAP1 HTS inh | PglD inh | E-sel inducer | Cneo AK release | RAD54 branch | miR122 inh | RAD52 inh | PGC1a acetyl inh
O=C(COC(=O)c1ccc(F)c(S(=O)(=O)N2CCCCC2)c1)NCc1ccc(F)cc1 | -0.2 | -0.7 | 6.2 | 5.9 | 1.0 | -3.3 | -3.8 | 0.8
Cc1ccnc(N2CCCC(C(=O)NCc3cccs3)C2)n1 (stereo not given) | . | -6.0 | . | -1.3 | 3.6 | 0.3 | . | -3.9
C[C@@H]1CN([C@@H](C)CO)C(=O)c2cc(NS(C)(=O)=O)ccc2O[C@@H](C)CCCCO[C@H]1CN(C)Cc1ccncc1 | -3.1 | 5.0 | . | -0.5 | -0.2 | -3.9[16.7 µM] | 13.0 | -1.5
CCc1c(C)nc(SCC(=O)Nc2ccc3c(c2)OCCO3)[nH]c1=O | 3.4 | . | . | . | . | -7.8 | 0.6 | ?
Cc1ccc(NC(=O)C2=CC(c3cccs3)=NS(=O)(=O)N2C)cc1 | 0.9 | -6.1 | . | -5.1 | -11.0 | 11.1 | -8.0 | 6.9
CCc1nn(CCCC(=O)Nc2ccc(C)c(C)c2)c(=O)c2cc3occc3n12 | 0.2 | 1.8 | . | 2.7 | -8.1 | . | -47.8 | 7.7
CSc1cccc(CN2CCN(Cc3ccc(F)c(F)c3)C(CCO)C2)c1 (stereo not given) | 13.2 | . | . | . | . | 2.1 | -4.0 | -6.3
CCC1CCCCN1S(=O)(=O)c1ccc(C(=O)Nc2nnc(-c3cccs3)o2)cc1 (stereo not given) | . | . | . | -3.7 | -1.0 | -29.7 | . | 0.7
O=C(Oc1ccc2ccc(O)cc2c1)C1CCCCC1 | -0.3 | . | -1.1 | . | . | 1.1 | -1.4 | -0.5
CCOc1ccc(OCc2cccc(C(=O)N3CCOCC3)c2)cc1 | . | 2.5 | . | -20.1 | -19.0 | -0.4 | . | -11.5
CC(C)c1ccccc1NC(=S)NCCCn1ccnc1 | . | 2.4 | -0.3 | -0.8 | -4.2 | -5.6 | -5.5 | .
COc1cccc(S(=O)(=O)Nc2ccc3c(c2)[C@@H]2C[C@H](CC(=O)NC4CCCCC4)O[C@H](CO)[C@@H]2O3)c1 | -7.6 | 0.0 | -0.2 | 115.9* | 7.5 | 4.6[16.7 µM] | 7.1 | -2.5
C/C(=N\NC(=O)c1cc(C2CC2)nc2ccccc12)c1ccc(C)s1 | . | 3.5 | . | 1.1 | 6.7 | -3.5 | . | 9.7
C[C@@H]1CN([C@@H](C)CO)C(=O)c2cc(NC(=O)NC3CCCCC3)ccc2O[C@@H]1CN(C)C | -2.7 | -2.8 | . | -4.9 | 19.0 | -4.7[16.7 µM] | -9.1 | -1.9
O=C(COC(=O)Cn1cnc2ccccc2c1=O)NCC12CC3CC(CC(C3)C1)C2 | 1.1 | -6.8 | . | -0.7 | -7.2 | 3.8 | -8.2 | -1.4
CCOC(=O)c1sc2nc(C)n(N)c(=O)c2c1C | -0.5 | . | . | . | . | -1.5 | -14.9 | 3.4
COc1cccc(C(O)c2nc(/C=C/c3ccccc3)cs2)c1 (stereo not given) | -1.1 | -6.0 | 0.8 | -0.4 | 8.3 | -1.4 | -12.1 | -14.4
C[C@@H]1CN([C@@H](C)CO)C(=O)c2cccc(NS(C)(=O)=O)c2O[C@@H]1CN(C)Cc1ccc(Oc2ccccc2)cc1 | 1.9 | 0.9 | -12.4 | 2.0 | 4.0 | 15.1[16.7 µM] | -18.0 | 2.6
CSc1nc2ccccc2n1CC(=O)N1CCCCC1 | . | 8.5 | . | -4.1 | -2.9 | 3.8 | . | 9.9
COC(=O)CCCN1C(=O)NC(c2ccc(-c3ccccc3)cc2)C(C(=O)OCc2ccccc2)=C1C (stereo not given) | 0.0 | 1.9 | 0.1 | 1.2 | 1.8 | 5.1 | -9.8 | -9.9
CCOC(=O)c1c(NC(=O)Cn2ccsc2=N)sc(C)c1C | 0.9 | . | . | . | . | -2.2 | 6.5 | -5.8
CCOC(=O)N1CCN(C(=O)c2ccc(CN(c3ccc(C)c(C)c3)S(C)(=O)=O)cc2)CC1 | . | -2.0 | . | -4.8 | 2.6 | -6.1 | . | 4.4
O=S(=O)(c1ccccc1)N1C[C@H]2[C@@H](c3ccccc31)[C@@H](CO)N2Cc1ccccn1 | 3.0 | -2.4 | 0.1 | 49.4 | -11.0 | 7.1[16.7 µM] | -44.3 | -5.3
Cc1cccc(NC(=O)CSc2nnc([C@@H]3CCCN3C(=O)OC(C)(C)C)o2)c1C | . | -0.3 | . | -2.0 | -3.1 | -5.1 | . | -9.3
Cc1noc(C)c1S(=O)(=O)Nc1ccc2c(c1)C(=O)N([C@H](C)CO)C[C@@H](C)[C@H](CN(C)C(=O)Nc1ccc(F)cc1)OCCCC[C@@H](C)O2 | 0.7 | -2.0 | -0.3 | -3.4 | -2.6 | -11.7[16.7 µM] | 1.3 | -11.1

Continued; it opens with the three that closed the last part.
SMILES | ERAP1 HTS inh | PglD inh | E-sel inducer | Cneo AK release | RAD54 branch | miR122 inh | RAD52 inh | PGC1a acetyl inh
O=S(=O)(c1ccccc1)N1C[C@H]2[C@@H](c3ccccc31)[C@@H](CO)N2Cc1ccccn1 | 3.0 | -2.4 | 0.1 | 49.4 | -11.0 | 7.1[16.7 µM] | -44.3 | -5.3
Cc1cccc(NC(=O)CSc2nnc([C@@H]3CCCN3C(=O)OC(C)(C)C)o2)c1C | . | -0.3 | . | -2.0 | -3.1 | -5.1 | . | -9.3
Cc1noc(C)c1S(=O)(=O)Nc1ccc2c(c1)C(=O)N([C@H](C)CO)C[C@@H](C)[C@H](CN(C)C(=O)Nc1ccc(F)cc1)OCCCC[C@@H](C)O2 | 0.7 | -2.0 | -0.3 | -3.4 | -2.6 | -11.7[16.7 µM] | 1.3 | -11.1
COc1ccc(CN2CCCC(C(=O)N3CCCCC3)C2)c(OC)c1 (stereo not given) | . | 3.2 | . | -1.3 | -1.9 | -1.7 | . | 0.8
CC(=O)C1=CCC(c2cccs2)N(S(=O)(=O)c2ccc(C)cc2)C1 (stereo not given) | -1.1 | 3.2 | -1.7 | -3.9 | -1.1 | 11.9 | -15.0 | -21.0
CCN(CC)C(=O)C1=C(C)N(CCCN2CCCC2=O)C(=O)C(CC(=O)NC2CCCCC2)C1 (stereo not given) | 2.1 | -0.4 | -0.2 | -0.5 | 4.0 | -5.1 | -4.7 | 1.2
C=Cn1c(C(=O)O)cc(CC)c1-c1ccccc1 | . | 0.3 | . | -1.2 | -3.0 | 6.5 | . | 5.3
Cc1ccc(S(=O)(=O)N(C)C[C@@H]2Oc3ccc(NC(=O)NC4CCCCC4)cc3CC(=O)N([C@@H](C)CO)C[C@@H]2C)cc1 | -0.3 | -4.7 | 1.9 | -1.3 | 29.7 | -7.0[16.7 µM] | 14.1 | 1.6
C[C@H](NC(=O)C[C@@H]1C[C@@H]2c3cc(NC(=O)Nc4ccc(C(F)(F)F)cc4)ccc3O[C@@H]2[C@@H](CO)O1)c1ccccc1 | 0.5 | 0.2 | 11.7 | 0.5 | -4.4 | -6.2[16.7 µM] | -33.9 | 7.7
Cc1ccccc1-c1nnc(SCC(=O)N(C)C2CCS(=O)(=O)C2)n1C (stereo not given) | -6.9 | -3.3 | . | -0.8 | -8.5 | -4.1 | -1.4 | -8.2
O=C(c1ccc([N+](=O)[O-])s1)N1CCCc2ccccc21 | 1.0 | -6.9 | -0.3 | -1.6 | 3.4 | -0.7 | -13.6 | -3.5
C[C@H](CO)N1C[C@H](C)[C@@H](CN(C)C(=O)Nc2ccc(C(F)(F)F)cc2)Oc2ccc(NC(=O)C3CC3)cc2C1=O | -0.8&1.1 | -1.0&3.4 | 1.3 | 10.8&0.6 | 0.2&7.1 | -0.5[16.7 µM] | 8.8&-7.4 | 3.1
Cc1cn([C@H]2C[C@H](O)[C@@H](CCC(=O)NCCc3cccs3)O2)c(=O)[nH]c1=O | -0.4 | 3.3 | -0.1 | -1.9 | -3.6 | -3.8 | -8.7 | 4.3
COc1ccc(CC(=O)Nc2ccc(S(=O)(=O)Nc3ncccn3)cc2)cc1 | . | -2.9 | . | 0.3 | -2.7 | -7.0 | . | 2.8
O=C(Nc1nc2ccccc2[nH]1)C1CCN(C(=O)c2ccc(F)cc2)CC1 | 5.2 | 0.8 | 3.0 | -2.3 | -2.6 | . | -13.5 | .
Cc1cc(C)cc(NC(=S)N2CCN(c3ncccn3)CC2)c1 | 4.1 | -1.8 | 0.2 | -0.7 | -7.7 | 3.3 | -7.6 | 14.9
Cc1sc2nc(SCC(=O)OC(C)C)n(C)c(=O)c2c1C | . | 3.5 | . | 0.0 | -3.6 | 2.1 | . | 2.1
O=C1C=C(c2ccc3c(c2)OCO3)CCC1 | . | 1.8 | 0.0 | 0.5 | -2.8 | 0.4 | . | -15.9
COC(=O)c1ccc(NC(=O)CSc2ccc(-c3ccccn3)nn2)cc1 | 1.1 | -1.1 | -0.1 | -0.3 | 2.4 | -5.0 | -47.7 | .
CCn1nnnc1SCC(=O)Nc1ccc2c(c1)OCCO2 | . | -2.1 | . | 5.5 | 2.1 | 9.6 | . | 24.5
Cc1ccccc1NC(=O)CCS(=O)(=O)c1cccc2nonc12 | -1.9 | -3.3 | . | -0.9 | 4.4 | 0.2 | -20.1 | 3.2
CCn1nc(C)c(CN2CCC(C(=O)Nc3cccc(-c4cccc(F)c4)c3)CC2)c1C | -1.8 | -2.1 | . | -0.3 | -3.8 | -3.6 | 14.2 | .
COc1cccc(C(=O)Nc2ccc3c(c2)C(=O)N(C)[C@@H]2CC[C@@H](CC(=O)NCc4ccc(F)cc4)O[C@@H]2CO3)c1 | . | 0.7 | 0.4 | 44.7 | 10.7 | -36.7[16.7 µM] | . | 1.5
CCN(CC(=O)NCc1cccs1)C(=O)c1cc(S(=O)(=O)N2CCCCC2)ccc1Cl | 0.0 | -3.1 | 0.0 | -3.3 | 3.0 | -1.2 | -9.1 | -1.7
Cn1c(Cc2ccccc2)nnc1SCC(=O)Nc1cccc(S(=O)(=O)NC2=NCCCCC2)c1 | 0.6 | 5.2 | 0.1 | 6.5 | -6.4 | -10.7 | 0.9 | -16.9
Nc1n[nH]c(CO)n1 | 0.4 | 2.5 | . | 1.5 | 4.3 | 2.5 | -11.1 | -1.4
Cc1ccc(NS(=O)(=O)c2cccc(C(=O)N3CCCC(C)C3)c2)cc1 (stereo not given) | 1.3 | 7.0 | . | 1.1 | 5.5 | 80.0 | -7.5 | 3.6
CC1=NN(C(C#N)c2ccccc2)C(C)(C)C1 (stereo not given) | -1.5 | . | . | . | . | 0.7 | -8.6 | 1.1
COc1ccccc1CCNS(=O)(=O)c1c(C)n(C)c(=O)n(C)c1=O | -8.0 | 4.2 | 0.6 | 1.6 | 4.7 | . | -14.5 | .
CCn1cc(/C=C(\NC(=O)c2ccccc2F)C(=O)N2CCN(C)CC2)c2ccccc21 | 5.1 | -3.9 | 1.6 | 0.6 | 7.5 | 6.2 | -5.1 | .
CO[C@H]1CN(C)C(=O)c2ccc(NS(=O)(=O)c3cccc(F)c3)cc2OC[C@@H](C)N(Cc2cc(F)ccc2F)C[C@H]1C | -3.2 | -2.3 | -0.3 | -0.7 | -6.2 | . | 8.4 | -9.8
COc1ccc(CNC(=O)CCc2c(C)nc3cc(-c4ccccc4OC)nn3c2C)cc1 | -1.5 | -1.3 | 0.0 | -0.7 | 0.9 | . | -20.5 | -0.5

Assay outcomes deposited in PubChem by Broad Institute.
